Source: PubChem BioAssay
ARNT-TACC3 inh = disrupts binding between human ARNT and TACC3. inhibition, % at 9.99 µM. AlphaScreen His-ARNT PAS-B/GST-TACC3 binding, luminescence; TACC3 fragment carries E629A point mutation. AID 623870. hit rate 0.66% among 390,000;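 active = mean inhibition of replicates at least 50% and at least half of replicates each reaching 50%; inconclusive = half or more replicates reach 50% but mean below 50%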;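 note: 0% = complete ARNT plus TACC3 wells and 100% = ARNT alone without TACC3; many hits fall short of the cut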
INS-1E GSIS act = primary screen for activators of insulin secretion dependent on glucose, INS-1E cells, GLuc reporter luminescence | AID 743287 | hit rate 0.61% among 370,000 | activation, % at 16.6 µM | INS-1E GLuc reporter insulin secretion, 2-3 h;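 active = lowest replicate activation of at least 40%, so every replicate reaches that level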;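 note: 0% = median of neutral control wells and 100% = median of IBMX positive control wells; some compounds called inactive have numbers as strong as hits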
CFTR F508del cor = correctors of CFTR F508del function in bronchial epithelial cells; hit rate 0.36% among 350,000; activity (quench increase), % at 7.58 µM; AID 720511; CFBE cells, YFP halide quenching; stimulated with forskolin plus potentiator P3; % fluorescence drop versus neutral controls;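 active = mean added fluorescence quench of at least 8% versus neutral control, with both replicates also reaching 8%; inconclusive = only one of the mean or replicate conditions met; inactive = mean below 8% and not both replicates reaching 8%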;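 note: cells transiently co-express mutant CFTR-F508del with the halide-sensitive YFP; corrector assay measuring rescue of mutant channel to the surface after 24 h compound exposure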
RAD52 anneal inh = inhibitors of human RAD52 DNA annealing; P43351; recombinant RAD52 DNA annealing, FRET fluorescence; inhibition, % at 18.7 µM; hit rate 0.46% among 360,000;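 active = every replicate showing at least 50% inhibition; inconclusive = mean inhibition at least 50% but not in every replicate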
Target sequence (P43351 whole entry, looked up): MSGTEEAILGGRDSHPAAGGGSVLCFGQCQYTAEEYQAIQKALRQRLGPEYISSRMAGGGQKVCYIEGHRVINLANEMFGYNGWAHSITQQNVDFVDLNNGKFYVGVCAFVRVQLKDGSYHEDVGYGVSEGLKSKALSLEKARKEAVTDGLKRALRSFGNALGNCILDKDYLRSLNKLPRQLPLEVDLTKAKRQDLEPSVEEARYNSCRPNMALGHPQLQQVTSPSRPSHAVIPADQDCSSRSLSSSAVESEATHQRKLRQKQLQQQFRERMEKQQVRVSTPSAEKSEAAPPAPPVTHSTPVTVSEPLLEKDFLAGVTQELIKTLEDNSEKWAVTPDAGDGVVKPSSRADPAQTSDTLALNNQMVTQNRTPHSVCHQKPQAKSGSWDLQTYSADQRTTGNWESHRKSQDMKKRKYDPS
RAD54 inh = RAD54 (human) branch migration inhibition; inhibition, % at 10.4 µM; Q92698; RAD54 Holliday junction branch migration, FAM/BHQ fluorescence; AID 602329; hit rate 0.14% among 360,000;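 active = mean normalized replicate activity at least 40 and at least half of replicates scoring 40 or more; inconclusive = only one of the two criteria met; inactive = mean below 40 and under half of replicates reaching 40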;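 note: 0% = median of neutral control wells and 100% = median of positive control wells; inhibitors cause a drop in the FAM fluorescence signal; in these data hits start at about 50%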
ERAP1 inh = inhibitors of human ERAP1 aminopeptidase; Q9NZ08; recombinant ERAP1, Leu-AMC fluorescence, 60 min; inhibition, % at 10.7 µM; hit rate 0.15% among 340,000; AID 652197;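 active = mean replicate inhibition of at least 30%, or all replicates individually reaching that 30% level; inactive = mean below 30% and not every replicate reaching it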;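 note: 0% = neutral control wells and 100% = L-leucinethiol positive control wells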
esBAF inh = blocks esBAF chromatin remodeling in mouse ES cells; hit rate 2% among 350,000; reporter increase, % at 12.5 µM; Bmi1-luciferase knock-in reporter, 24 h; 100% = twice the neutral-well signal; in the data active = activation above about 40%; inconclusive = no clear call, values can overlap the other calls;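 note: 0% = median of the plate's neutral control wells and 100% = double that signal; a rise in the Bmi1 reporter signal indicates esBAF inhibition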
Xi reactivation = X-chromosome reactivation activator; XiGFP mouse fibroblasts, % GFP-positive cells imaging, 3 d; cells co-treated with 5-aza-dC sensitizer; scaled so ellipticine positive control = 100%; activation, % at 7.58 µM; hit rate 0.055% among 360,000; AID 743238;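 active = mean normalized replicate activation at least 10% and every replicate at or above 10%; inconclusive = only one of the two criteria met; inactive = mean below 10% and not all replicates reach 10%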;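 note: 0% = median of on-plate neutral control wells and 100% = ellipticine 6 µM median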
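System: 68-5-11 XiGFP fibroblast line | Buffer or medium: DMEM containing 5-aza-dC | Compound: Single point | Times: Compounds 3 days, fix/stain 15 min at room temperature | Benchmarks: Positive control ellipticine, 6 µM final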
* hit, by the source's call; ? = inconclusive; / = no result given; & = joins results of further samples.

Under each structure: ARNT-TACC3 inh	INS-1E GSIS act	CFTR F508del cor	RAD52 anneal inh	RAD54 inh	ERAP1 inh	esBAF inh	Xi reactivation
CC(=O)Oc1ccc(C(=O)Nc2ccccc2C(=O)Nc2cccc(C(=O)O)c2)cc1
 : -1	-1	-1.5	-1	2	-8	5	0.2
O=C1CC[C@@H]2c3[nH]c4ccc(F)cc4c3CCN12
 : 10	/	0.7	-19	-3	1	/	/
COc1ccccc1NC(=O)N(C)C[C@H]1OCc2ccccc2-c2ccccc2C(=O)N([C@@H](C)CO)C[C@H]1C
 : -2	-10	-0.4	12	2	2	-8	0.1
O=c1cc(-c2ccccc2)[nH]c2cc(Cl)ccc12
 : -10	/	4.2	-5	-14	-1	-6	0.0
CCn1c2ccccc2c2cc(NC(=O)c3cc(C)on3)ccc21
 : /	2	-1.7	-15	2	0	4	-0.1
Cc1ccc(CN(C)C(=O)C2CCC(=O)N(CC3CCCCC3)C2)o1 (stereo not given)
 : 11	6	2.0	-18	-19	-2	/	0.1
COc1ccccc1C#Cc1ccc([C@H]2[C@@H](CO)N(C(=O)C3CC3)[C@H]2C#N)cc1
 : -2	13	1.7	-71	-13	0	0	0.0
OCC[C@@H]1C[C@H](O)[C@@H](O)[C@@]2(OCCc3cc(C(F)(F)F)ccc32)O1
 : /	6	-4.4	-11	/	-1	/	-0.1
C[C@H](O)C#Cc1ccc2c(c1)O[C@H](CN(C)C(=O)c1ccccc1)[C@H](C)CN([C@@H](C)CO)S2(=O)=O
 : -6	6	3.9	5	1	-2	-1	-0.7
COc1ccccc1NC(=S)NCCSc1ccc(Cl)cc1
 : 3	18	/	/	-3	/	/	-0.1
CN1C(=O)c2cc(NS(=O)(=O)c3cccc(F)c3)ccc2OC[C@@H]2O[C@H](CC(=O)NCCN3CCCCC3)CC[C@H]21
 : /	5	1.8	4	4	/	-3	0.1
CC=Cc1ccc2n(c1=O)C[C@H]1[C@H](CO)[C@@H](C(=O)NCCC)[C@@H]2N1CC1CC1 (mixture of isomers)
 : 2	7	1.6	13	4	-2	-5	0.0
Cc1ccc(C(=O)Nc2ccc3c(c2)OCCO3)cc1
 : 6	-4	-0.1	-9	-8	-2	-61	0.0
O=C(C[C@H]1C=C[C@H](NS(=O)(=O)c2ccc(F)cc2)[C@@H](CO)O1)N1CCN(c2ccccc2)CC1
 : -3	9	-2.2	-10	-16	0	3	-0.5
Cc1ccc2nc(-c3cccc(Br)c3)c(Cc3cccc(Cl)c3)n2c1
 : /	/	1.2	-87	-9	0	?	0.2
COc1ccc(C(=O)N[C@H](C(=O)Nc2nc3ccccc3[nH]2)C(C)C)cc1
 : -2	17	3.4	-3	2	-5	0	0.0
CC(C)C[C@@H](COCc1ccc(Cl)cc1)N1CCN(C(=O)c2ccc(C(F)(F)F)cc2)CCC1=O
 : /	-33	2.1	-11	/	/	/	0.0
N#CC1=C(N)Oc2ccc3ccc(O)cc3c2C1c1ccsc1 (stereo not given)
 : /	-12	-2.0	-116	/	0	/	0.2
Cc1nn(Cc2c(F)c(F)c(F)c(F)c2F)c(C)c1NC(=O)c1nn(C)cc1Br
 : -4	-26	1.7	-3	-12	1	-6	0.0
Cc1nc(N)[nH]c(=O)c1CCCNc1ccc(CCCCC2(CCl)OCCO2)cc1
 : -4	7	1.6	-22	2	0	12	0.3
O=C(C[C@H]1C=C[C@@H](NC(=O)c2ccc(F)cc2)[C@H](CO)O1)NCc1ccncn1
 : 5	-6	-0.4	16	-2	1	-4	-0.3
CC(C)n1c(SCC(N)=O)nc2c1c(=O)n(C)c(=O)n2C
 : 25	4	-0.2	6	-6	1	-7	/
CCC(Sc1nnc(C)c(=O)[nH]1)C(=O)Nc1cccc2ccccc12 (stereo not given)
 : -4	0	-1.9	-5	-10	-6	-1	0.2
CCCNC(=O)N(C)C[C@@H]1Oc2ncc(C3=CCCCC3)cc2C(=O)N([C@H](C)CO)C[C@@H]1C
 : /	23	2.1	19	-17	4	4	1.2
CC1CCN(CC(=O)Nc2ccccc2C(=O)NC2CC2)CC1
 : 2	12	-0.4	-19	-1	1	-4	0.0
CCCCn1nc2cc(C(=O)NCC34CC5CC(CC(C5)C3)C4)ccc2c1OCC
 : 0	-26	-2.7	2	3	-5	0	-0.2
COc1ccc(-c2cccc(C(=O)Nc3ccccc3C)c2)cc1
 : -3	19	-0.4	-4	-3	-1	-1	0.1
C[C@@H]1CN([C@@H](C)CO)S(=O)(=O)c2ccc(Br)cc2O[C@@H]1CN(C)C(=O)NC1CCCCC1
 : 0	3&-4	2.2&1.3	-11&-6	-4&-1	8&-9	-1&-2	0.2&1.4
O=C1c2ccccc2[C@@]2(Cc3ccccc3N(CCN3CCOCC3)C2=O)[C@H](c2ccc(CO)cc2)N1Cc1ccccc1Cl
 : 7	/	1.3	-5	2	0	/	/
C[C@H]1CN([C@@H](C)CO)C(=O)c2cc(C3=CCCC3)cnc2O[C@@H]1CN(C)C(=O)CN1CCOCC1
 : -8	6	0.3	5	10	0	-2	-0.1
O=C(CSC1CC(=O)N(CCc2ccccc2)C1=O)Nc1ccc(Cl)cc1 (stereo not given)
 : -4	-27	/	/	5	/	/	0.0
Cc1cccc(NC(=O)CSc2nc3ccccc3nc2N2CC(C)OC(C)C2)c1 (stereo not given)
 : -4	/	2.9	-13	2	-3	19	-0.3
COc1ccc(N2CCN(C(=O)c3cccc(N4C(=O)C5CC=CC(C)C5C4=O)c3)CC2)cc1 (stereo not given)
 : 2	-19	/	/	-111	/	0	/
COc1ccc(/C=N/Nc2nc(-c3ccc(C)cc3)c(NC(C)=O)s2)cc1
 : -3	/	-1.6	-6	0	1	/	0.0
Nc1nc2cc(Cl)c(Br)cc2o1
 : -5	2	4.4	-10	5	3	19	0.0
C[C@H](CO)N1C[C@H](C)[C@@H](CN(C)CC2CCCCC2)OCCCC[C@H](C)Oc2ccc(NC(=O)Nc3ccc(F)cc3)cc2C1=O
 : 13	-22	-1.4	9	1	-5	-6	0.9
C[C@@H]1CCCCO[C@H](CN(C)S(=O)(=O)c2ccc(F)cc2)[C@H](C)CN([C@@H](C)CO)C(=O)c2cc(NC(=O)Nc3ccc(F)cc3)ccc2O1
 : -11	-30	-2.7	/	2	/	1	0.2
CCC(=O)Nc1ccc2c(c1)C(=O)N(C)C[C@@H](OC)[C@@H](C)CN(CC1CCCCC1)[C@H](C)CO2
 : -3	6	-0.3	5	-8	-2	4	0.3
CC(C)(C)NC(=O)C(c1c[nH]c2ccccc12)N(C(=O)Cn1nnc(-c2ccc(F)cc2)n1)c1cccc(O)c1 (stereo not given)
 : 4	/	/	-10	/	-3	/	-0.2
C[C@H](CO)N1C[C@H](C)[C@@H](CN(C)C(=O)C2CC2)Oc2cc(-c3cccc(C#N)c3)ccc2S1(=O)=O
 : -8	3	0.4	0	3	3	0	-0.8
C[C@@H]1CCCCO[C@@H](CN(C)S(=O)(=O)c2cn(C)cn2)[C@@H](C)CN([C@@H](C)CO)C(=O)c2cc(NC(=O)Nc3cccc4ccccc34)ccc2O1
 : 16	1	-0.1	-9	3	0	3	0.2
CC(C)=CC(=O)OCC(=O)Nc1ccccc1Cl
 : -11	26	/	/	-7	/	6	/
O=C(Nc1ccc(C2=NCCN2)cc1)c1ccc(C(=O)Nc2ccc(C3=NCCN3)cc2)c(Cl)c1
 : 19	8	2.5	73*	?	-2	0	0.0
O=C(N[C@H]1CC[C@@H](CC(=O)N2CCc3ccccc3C2)O[C@H]1CO)C1CCC1
 : -31	-1	0.2	11	-1	0	-4	-0.4
COc1cccc(C2CC(c3cccc(Br)c3)n3ncnc3N2)c1 (stereo not given)
 : 2	-8	-2.2	-21	-1	-2	-2	0.3
COc1ccc(NC(=O)CSc2nc(C3CC3)nc3ccccc23)c(OC)c1
 : 2	23	1.3	-17	7	-5	7	0.5
COCCNC(=O)C[C@H]1CC[C@@H]2[C@H](COc3ccc(NC(=O)Nc4cccc(F)c4)cc3C(=O)N2C)O1
 : -1	-9	0.5	-9	11	-1	-1	0.0
C=CCn1ccc(O)c(Cc2ccc(Cl)cc2)c1=O
 : -6	45	2.3	-15	-5	-4	4	0.1
COc1ccc(CN(C)C[C@@H]2Oc3ccc(NC(=O)Nc4ccccc4)cc3C(=O)N([C@@H](C)CO)C[C@H]2C)cc1
 : 1	2	-2.4	17	53*	-4	-2	-0.2
Cn1c(=S)n(CCC(=O)O)c2ccccc21
 : -5	11	0.9	-20	1	-5	-2	0.0
Cc1cnc(NC(=O)CCN2C(=O)C3CCCCC3C2=O)s1 (stereo not given)
 : -5	-3	-2.2	-13	/	6	/	0.2
N#C[C@H]1[C@H](c2ccc(-c3ccccc3F)cc2)[C@@H](CO)N1C(=O)Cc1ccccc1
 : 7	-12	6.0	-44	7	5	-3	0.2
Cc1ccc(NC(=O)NC(=O)COc2ccc(Cl)cc2Cl)c(C)c1
 : -2	5	-0.2	-25	-3	-2	/	0.0
Cc1ccc(CS(=O)(=O)Cc2ccc(C(=O)NCCCN3CCOCC3)o2)cc1
 : -5	-4	0.7	-21	7	-2	6	/
CC(C)(C)c1csc(NC(=O)CCc2ccccc2)n1
 : -5	-29	5.4	-1	-18	3	-5	0.0
C[C@@H]1CN([C@@H](C)CO)C(=O)c2cccc(NC(=O)Nc3ccc(C(F)(F)F)cc3)c2O[C@H]1CN(C)C(=O)Nc1ccc(F)cc1
 : -1	-23	0.6	-5	10	1	-6	-1.3
COc1cccc(C(=O)O[C@@H]2[C@H](Cc3ccccc3)NS(=O)(=O)[C@H]3C[C@@H]4C=C[C@]23O4)c1
 : -5	0	-1.1	-5	6	3	5	0.1
C/C(=N\NC(=O)c1cccc(S(=O)(=O)N2CCOCC2)c1)c1ccc(OCC(=O)N(C)C)cc1
 : /	-1	-0.6	-9	/	3	/	0.6
O=C(NN1C(=O)C2C(C1=O)C1C=CC2C12CC2)c1cccc(Cl)c1 (stereo not given)
 : /	9	-2.1	-5	/	3	/	0.0
